N370S GC – inhibitors or activators of N370S glucocerebrosidase for Gaucher disease | AID 2101 | P04062 | N370S GC spleen homogenate, 4MU-glucoside fluorescence | Potency, µM (titrated, usually from 59.4 µM), for inactives: top-dose activity change, negative = inhibition, hits mostly inhibitors | 0.092% of 330,000 active;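 also: 0% = full enzyme activity and -100% = no enzyme basal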
TDP1 inh – TDP1 (human) enzyme inhibition | Q9NUW8 | recombinant TDP1, AlphaScreen DNA substrate cleavage | Potency, µM (highest dose often 130 µM), for inactives: at the top dose activity change, negative = inhibition, most hits filed as inhibitors | 0.28% of 350,000 active; also: nearly all actives have a fitted effect of over 40% in size
Target sequence (Q9NUW8 whole entry, looked up): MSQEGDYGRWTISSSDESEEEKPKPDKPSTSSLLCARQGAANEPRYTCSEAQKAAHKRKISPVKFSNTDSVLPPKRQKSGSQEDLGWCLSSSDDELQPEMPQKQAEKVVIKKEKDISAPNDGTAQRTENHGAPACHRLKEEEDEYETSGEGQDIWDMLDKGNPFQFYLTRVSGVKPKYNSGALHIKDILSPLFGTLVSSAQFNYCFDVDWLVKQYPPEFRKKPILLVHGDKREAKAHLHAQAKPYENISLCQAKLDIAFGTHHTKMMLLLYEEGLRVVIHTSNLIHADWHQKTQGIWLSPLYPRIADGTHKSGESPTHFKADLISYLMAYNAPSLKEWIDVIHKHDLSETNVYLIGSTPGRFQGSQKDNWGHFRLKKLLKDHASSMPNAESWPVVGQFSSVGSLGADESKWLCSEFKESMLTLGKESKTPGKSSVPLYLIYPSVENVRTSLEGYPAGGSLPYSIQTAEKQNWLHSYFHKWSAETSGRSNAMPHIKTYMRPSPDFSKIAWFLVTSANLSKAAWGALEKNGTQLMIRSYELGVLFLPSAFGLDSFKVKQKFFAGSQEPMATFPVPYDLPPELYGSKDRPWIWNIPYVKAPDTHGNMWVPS
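Tdp1 1 nM final; 15 min RT w/ cpd; substrate 15 nM, 5 min; beads 10 ug/ml, 10 min; AlphaScreen read. Neg ctrl: no enzyme.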
FEN1 inhibitor – blocks human flap endonuclease 1 | Recombinant FEN1 flap cleavage, fluorescence, 15 min | Potency, µM (series often up to 114 µM), for the others: at the highest dose activity change, negative = inhibition, usual class: inhibitors | 0.35% of 390,000 active; also: nearly all actives have a fitted effect of over 65% in size
Target sequence (P39748 whole entry, looked up): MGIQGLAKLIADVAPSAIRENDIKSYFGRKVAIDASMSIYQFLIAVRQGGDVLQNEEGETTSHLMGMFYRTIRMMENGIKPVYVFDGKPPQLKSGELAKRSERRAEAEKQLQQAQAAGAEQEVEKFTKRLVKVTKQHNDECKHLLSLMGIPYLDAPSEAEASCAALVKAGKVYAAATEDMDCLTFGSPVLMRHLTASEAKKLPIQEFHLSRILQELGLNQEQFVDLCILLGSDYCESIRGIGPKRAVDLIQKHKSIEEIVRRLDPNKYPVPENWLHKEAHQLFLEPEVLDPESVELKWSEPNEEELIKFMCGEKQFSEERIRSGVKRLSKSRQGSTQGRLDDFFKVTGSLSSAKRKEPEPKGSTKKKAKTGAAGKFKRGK
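Potency values derive from four-parameter Hill fits of normalized qHTS data. The reaction used 10 nM FEN1 preincubated 15 min at room temperature with compound, then 50 nM DNA substrate, read at 0 and 15 min.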
* marks the source's active call; other numbers are inactive results; ? = inconclusive; . = no result given; & = joins results of further samples; [ ] = dose if it differs, or a comment. Calls follow the shape of the dose curve; as a rule, active = well fitted curve in the direction sought with a large enough effect; inconclusive = small, poorly fitted or top-dose-only effect, or another doubt; inactive = no such curve, though single readings can be large; an effect the other way counts as inactive or inconclusive. Unless noted, % is scaled to controls: 0 for no effect and ±100 for the full control effect; potency is read from the fitted curve at half-maximal effect.

structure,N370S GC,TDP1 inh,FEN1 inhibitor
N#CC1(NC(=O)CSc2nncn2-c2ccccc2F)CCCC1,.,-1%,9%
CCOc1ccc(/C=C2\N=C(c3cccs3)OC2=O)cc1OC,-10%,3%,.
COc1cccc(-n2ccnc2SCC(=O)N2CCc3ccccc32)c1,6%,7%,-1%
CSCCC(NC(=O)c1ccccc1)C(=O)Nc1ccc(C)cc1 (stereo not given),10%,3%,-8%
Nc1ccc([N+](=O)[O-])c(N)c1,-9%,15%,.
COc1c2c(cc3c1C(c1c(O)c4ccccc4oc1=O)N(C)CC3)OCO2 (stereo not given),-6%,1%,.
Cc1cc(C)c(S(=O)(=O)Nc2ccc(N3CCOCC3)cc2)c(C)c1,11%,10%,6%
COc1cccc(NC(=O)CN(C)C(=O)c2ccc(-c3cccc(C(F)(F)F)c3)o2)c1,-2%,-7%,-6%
O=C1NC2(CCCCO2)CO1 (stereo not given),-8%,.,0%
COc1ccccc1/C=N/n1cnnc1,3%,3%,-11%
CN(C)C(=O)CSc1nc2ccccc2n1Cc1ccccc1,10%,7%,0%
CC(=O)c1ccc(NC(=S)Nc2ccn(Cc3ccc(Br)cc3)n2)cc1,-4%,3%,-9%
O=C(Nc1ccc(F)cc1Cl)c1ccc2c(=O)n3c(nc2c1)CCCCC3,7%,1%,3%
CN1CCN(C(=O)c2ccc(S(=O)(=O)Nc3ccccc3)cc2)CC1,.,0%,-14%
COCCn1c(SC(C)C(=O)NC2CC2)nnc1-c1cccc(C)c1 (stereo not given),-4%,.,10%
Cc1cccc(C(=O)N2CCc3cc(CNS(=O)(=O)c4cccs4)ccc32)c1,.,-3%,8%
COC(=O)c1ccc(OC(=O)/C=C/c2ccco2)cc1,3%,4%,3%
Cc1ccc(C)c(S(=O)(=O)N2CCN(C(=O)Cn3c(C(F)(F)F)nc4ccccc43)CC2)c1,-8%,2%,-9%
COC(=O)c1cc2sccc2n1CC(=O)Nc1cc(Cl)ccc1OC,.,-5%,17%
Cc1cc2nc(N)sc2cc1C,-12%,-3%&6%,-11%
COc1cc(NC(=O)C2CC2)c(OC)cc1NC(=O)c1ccco1,1%,.,-5%
COc1ccc(Cc2nnc(NC(=O)Cc3cccs3)s2)cc1,6%,2%,56µM*
Cc1ccc(OCCCOc2cccc3cccnc23)cc1C,-12%,6%,-6%
Nc1nc(NCCCN2CCOCC2)nc(Nc2cccc(Cl)c2)c1[N+](=O)[O-],-20%,8%,?
O=C(c1ccccc1)c1ccc2nc(-c3ccco3)c(-c3ccco3)nc2c1,4%,-8%,?
O=C(Nc1nccs1)[C@@H]1CCCN1S(=O)(=O)c1ccc(Cl)cc1,.,2%,3%
O=C(COc1ccc2ccccc2c1)Nc1ccc(Br)cc1C(=O)O,-4%,4%,-15%
CC1CN(c2nc3c(c(=O)n(Cc4ccc(Cl)cc4)c(=O)n3C)n2C)CC(C)O1 (stereo not given),-2%,2%,-2%
CN(CC(=O)Nc1ccc(F)cc1)C(=O)COC(=O)c1ccc(-c2ccccc2)cc1,-1%,-7%,10%
COc1cc(C)ccc1OCC(=O)Nc1ccc2c(c1)OCO2,.,5%,16%
COc1ccc(C2/C(=C(/O)c3ccc4c(c3)CC(C)O4)C(=O)C(=O)N2CCCN2CCOCC2)cc1 (stereo not given),-6%,4%,16%
Cc1ccc(C)c(N2CCN(C(=O)Cn3ncc4ccsc4c3=O)CC2)c1,.,9%,14%
CCOc1ccc(OCC)c(NC(=O)CC2Oc3ccc(C)cc3NC2=O)c1 (stereo not given),11%,0%,19%
O=c1ccn(CCOc2ccc(Cl)cc2)c(=O)[nH]1,-24%,5%,-1%
COCCNC(=O)CCCn1c(SCc2ccccc2Cl)nc2c(sc3ccccc32)c1=O,.,6%,0%
COc1ccc2c(c1)OCc1c-2oc2cc(OC)ccc12,3%,-7%[56.1 µM],.
COc1ccccc1CN1CC(C(=O)NCc2cc(F)ccc2C)CCC1=O (stereo not given),2%,.,-6%
CCCCOc1ccc(/C=C/C(=O)OCC(=O)NC(=O)NCC(C)C)cc1OCC,8%,0%,-2%
Cc1ccc(S(=O)(=O)NCCC(=O)N2CCC(C(N)=O)CC2)cc1C,-4%,-5%,-1%
CCOc1ccc2nc(Cl)c(/C=C/C(=O)c3ccco3)cc2c1,3%,7%,3%

Single records (already shown). Order of values: N370S GC | TDP1 inh | FEN1 inhibitor
`CC1CN(c2nc3c(c(=O)n(Cc4ccc(Cl)cc4)c(=O)n3C)n2C)CC(C)O1` (stereo not given) is listed with -2% | 2% | -2%
`COc1cc(NC(=O)C2CC2)c(OC)cc1NC(=O)c1ccco1` is listed with 1% | . | -5%
`CN(CC(=O)Nc1ccc(F)cc1)C(=O)COC(=O)c1ccc(-c2ccccc2)cc1` is listed with -1% | -7% | 10%

The main list resumes, repeating the 5 entries before the break.
structure,N370S GC,TDP1 inh,FEN1 inhibitor
COc1ccc2c(c1)OCc1c-2oc2cc(OC)ccc12,3%,-7%[56.1 µM],.
COc1ccccc1CN1CC(C(=O)NCc2cc(F)ccc2C)CCC1=O (stereo not given),2%,.,-6%
CCCCOc1ccc(/C=C/C(=O)OCC(=O)NC(=O)NCC(C)C)cc1OCC,8%,0%,-2%
Cc1ccc(S(=O)(=O)NCCC(=O)N2CCC(C(N)=O)CC2)cc1C,-4%,-5%,-1%
CCOc1ccc2nc(Cl)c(/C=C/C(=O)c3ccco3)cc2c1,3%,7%,3%
COc1ccccc1-c1nn2c(=O)cc(CN3CCN(S(=O)(=O)c4ccc(C)cc4)CC3)nc2s1,.,5%,-8%
COc1ccc(Cl)cc1Nc1nc(-c2sc(NC(=O)c3ccccc3)nc2C)cs1,-5%,7%,.
CCn1c(SCC(=O)Nc2cc(C)ccc2C)nc2c(c1=O)SC(C)C2 (stereo not given),25%,2%,-21%
CCCCn1c(=S)[nH]c2ccc(N3CCOCC3)cc2c1=O,-7%,-1%,.
COc1ccccc1CNC(=O)COC(=O)COc1ccccc1F,.,1%,21%
O=C(CNC(=O)COc1ccccc1)NCCc1ccccn1,-19%,3%,0%
CC(=O)c1ccc(Nc2cc(C)nc3ccccc23)cc1,-8%,5%,12%
O=C(Nc1cccc(C(F)(F)F)c1)C1CCCN(c2ncccn2)C1 (stereo not given),-9%,2%,-18%
COc1ccc(N(CN2C(=O)C3CC=CCC3C2=O)C(=O)c2ccco2)cc1 (stereo not given),10%,1%,5%
COc1ccc(-c2cn(-c3ccc(C)cc3)c(=O)n2CC(=O)Nc2ccc(OC)c(OC)c2)cc1,11%,9%,-11%
CC1CC1c1ccc(/C=C(\C#N)C(=O)Nc2ccc(Cl)cc2)o1 (stereo not given),-10%,3%,-11%
Cc1ccc(C(=O)N/C(=C\c2ccc(-c3ccccc3[N+](=O)[O-])o2)C(=O)NCCCN(C)C)cc1,-3%,.,-26%
NS(=O)(=O)c1ccc(CCNC(=O)CNCCc2ccccc2)cc1,1%,.,13%
Cc1ccc(C(=O)OCC(=O)Nc2ccccc2C(F)(F)F)cc1S(=O)(=O)N1CCCCC1,-7%,-9%,-4%
C(=N/Nc1cc(N2CCOCC2)nc(N2CCOCC2)n1)/c1ccccc1,5%,8%,?
CCc1nnc(NC(=O)C2CCCN2C(=O)Nc2ccccc2)s1 (stereo not given),9%,-3%,11%
COCCNC(=O)/C(C#N)=C/c1ccc(OC(=O)c2cccs2)c(OC)c1,-20%,8%,4%
COc1ccc(-c2onc(C)c2C)cc1S(=O)(=O)N1CCC(C)CC1,.,3%,-14%
CCOc1ccc(Nc2nc(-c3cccc(Cl)c3)c3c(n2)-c2ccccc2OC3)cc1,.,-9%,?
COc1c(O)c(O)c2oc(-c3ccccc3)cc(=O)c2c1OC,-8%,3%,?
Cc1cc(N2CCN(S(=O)(=O)c3ccc(Cl)c(Cl)c3)CC2)c2ccccc2n1,6%,-1%,-22%
CCn1c(CNC(=O)c2ccccc2)nnc1SCC(=O)N1CCN(c2ccccc2)CC1,-11%,-2%,1%
COc1ccc(N2CCN(C(CNS(=O)(=O)c3ccc(OC)c(C)c3)c3ccco3)CC2)cc1 (stereo not given),.,10%,-19%
COc1ccc(-c2nn(-c3ccccc3)cc2C(=O)Nc2nc(CC(C)=O)ns2)cc1,-3%,8%,-3%
O=c1nc(Nc2ccc([N+](=O)[O-])cc2)[nH]c(=O)[nH]1,4%,.,0%
O=C(CSc1nc(O)c(C2CCCCC2)c(=O)[nH]1)N1CCOCC1,12%,7%,17%
O=C(NC1CC2CCCC(C1)N2C(=O)Nc1cccc(F)c1)C1CC1 (stereo not given),-8%,.,0%
Cc1ccc(-n2cc(CN(C)CCc3cn[nH]c3)c(-c3cccc(C)c3)n2)cc1,-3%,-3%,2%
CCOC(=O)c1cccc(OCC(O)CNCCOc2ccccc2F)c1 (stereo not given),3%,14%,13%
Cc1ccc(NC(=O)C2OCCc3ccccc32)cc1 (stereo not given),7%,6%,-4%
CC1(C#CC[N+]2(C)CCCCC2)CCC2C(O1)c1ccccc1OC2(C)C (stereo not given),5%,6%,2%
C[C@@H](C(=O)N1CCN(C(=O)OC(C)(C)C)CC1)n1cc(CCC(=O)O)nn1,-7%,1%,5%
CCOc1ccccc1N(CC(=O)N1CCOCC1)S(=O)(=O)c1ccc(SC)cc1,-19%,2%,-1%
O=C(NCC1CCCO1)C(=O)N/N=C/c1ccccc1C(=O)O (stereo not given),0%,0%,1%
COC(=O)c1c(C)[nH]c(C(=O)OCC(=O)N2c3ccccc3NC(=O)C2(C)C)c1C,14%,6%,9%
Cc1ccc(NC(=O)C2CCN(S(=O)(=O)c3c(C)noc3C)CC2)c(C)c1,.,-5%,16%
CCCCn1c(N)c(N(CC(C)C)C(=O)c2ccc(Cl)c(S(=O)(=O)N3CCCC3)c2)c(=O)[nH]c1=O,-4%,-13%,-1%
Cc1ccc(-c2nn(C(C)(C)C)c3ncnc(NS(=O)(=O)c4ccc([N+](=O)[O-])cc4)c23)cc1,13%,8%,-18%
O=C(N/N=C/c1cc(Cl)cc([N+](=O)[O-])c1O)NC12CC3CC(CC(C3)C1)C2,17%,5%,1%
CCc1cc2c(cc3c(=O)n(CC(=O)NCCCN(CC)CC)nc(CC)n32)s1,-1%,2%,-11%
C=CCn1c(=O)c2c(nc3n2CCCN3CCc2ccccc2)n(C)c1=O,2%,13%,16%
CC(C)c1nn2c(=O)cc(COC(=O)c3ccccc3NC(=O)c3cccc(Cl)c3)nc2s1,.,-1%,19%
O=C(CSc1ncnc2sc3c(c12)CCCC3)NC1CCS(=O)(=O)C1 (stereo not given),.,0%,-9%
O=[N+]([O-])c1ccc(Cc2nnc(-c3ccc(F)cc3)o2)cc1,-14%,0%,10%
Cc1ccc(-c2ccnc3c(Br)c(C)nn23)cc1,17%,.,7%
Oc1ccc(Br)cc1/C=N/N1CCN(Cc2ccccc2)CC1,-3%,7%,-16%
CCc1cn(S(=O)(=O)c2ccccc2OC)nc1N,0%,1%,-11%
CN(C(=O)COC(=O)c1cc2ccccc2cc1O)C1CCCCC1,.,-1%,-15%
OCCNCCOCCOc1ccccc1-c1ccccc1,-17%,-3%,0%
O=C(C[n+]1ccccc1)N/N=C/c1ccccc1C(F)(F)F,-7%,.,0%
COc1ccc(CN2CCOCC2)c(C)c1C,3%,-2%,-7%
O=C(NC1CCN(C(=O)c2cccc([N+](=O)[O-])c2)CC1)c1ccccc1,-30%,.,11%
O=C(Cn1c(=O)oc2cc(S(=O)(=O)N3CCCCCC3)ccc21)Nc1ccc(F)cc1F,.,3%,-3%
COc1ccc(S(=O)(=O)N2CCN(CC(=O)N3CCOCC3)CC2)cc1OC,.,-1%,12%
CN1CCC(N(C)CC(O)c2ccccc2)CC1 (stereo not given),-2%,-1%,1%
CN(Cc1ccccc1)CC1CCCN(CCc2ccccc2F)C1 (stereo not given),-3%,6%,2%
CCc1nnc(NC(=O)c2cc(S(=O)(=O)N(C)c3ccc(OC)cc3)ccc2Cl)s1,-6%,5%,-13%
Cc1cc(C)nc(SCC(=O)Nc2ccnc3ccccc23)n1,3%,0%,10%
O=C(O)c1cccc(-n2c(/C=C/c3ccccc3)nc3ccccc3c2=O)c1,-1%,.,11%

Bioassay records (PubChem BioAssay)
